# Assay outcomes deposited in PubChem by The Scripps Research Institute Molecular Screening Center.
# LYPLA1 counter: counter-screen for PME1 inhibitors: inhibitors of human LYPLA1 | O75608 | recombinant LYPLA1, FP-Rh probe fluorescence polarization | inhibition, % at 5.9 µM | 0.16% of 320,000 active;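 active = inhibition above the mean of all tested compounds plus 3 SD, set per campaign, cut at about 14% in these data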;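 also: inhibitors block serine hydrolase probe labeling of LYPLA1 so polarization falls; 0% = enzyme with DMSO and 100% = wells lacking LYPLA1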
# PAFAH1B3 inh: blocks human PAF acetylhydrolase 1B catalytic subunit 3. Q15102. recombinant PAFAH1B3, FP-rhodamine probe, fluorescence polarization. inhibition, % at 3.39 µM. 0.28% of 340,000 active. AID 492972;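 active = inhibition above the screen-wide average of all tested compounds plus 3 SD, cut at about 25% in these data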;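 also: 0% = enzyme with DMSO only and 100% = wells lacking PAFAH1B3 protein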
# PREPL inh: human PREPL enzyme inhibition; Q4J6C6; inhibition, % at 5.96 µM; AID 2751; recombinant PREPL, fluorescence polarization activity-based probe; 0.68% of 320,000 active; in the data active = inhibition above about 43%;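 also: 0% = enzyme with DMSO and 100% = wells lacking enzyme; many of its hits are not listed in these tables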
# PAFAH1B2 FP inh: PAFAH1B2 (human) inhibition | P68402 | recombinant PAFAH1B2, FP-rhodamine activity probe, fluorescence polarization | inhibition, % at 3.39 µM | 1.2% of 340,000 active | AID 492953;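 active = inhibition above the mean of all tested compounds plus 3 SD, cut at about 24% in these data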;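 also: 0% = enzyme with DMSO and 100% = wells lacking PAFAH1B2; many of its hits are not listed in these tables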
# Target sequence (P68402 whole entry, looked up): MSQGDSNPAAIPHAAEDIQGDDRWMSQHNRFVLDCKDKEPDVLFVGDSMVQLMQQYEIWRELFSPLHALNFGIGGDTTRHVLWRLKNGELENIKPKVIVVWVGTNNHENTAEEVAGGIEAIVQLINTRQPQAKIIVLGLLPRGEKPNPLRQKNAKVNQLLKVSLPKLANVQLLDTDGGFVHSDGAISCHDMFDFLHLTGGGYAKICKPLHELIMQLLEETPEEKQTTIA
# PAFAH2 FP inh: inhibitors of human PAFAH2; 0.99% of 340,000 active; AID 492956; inhibition, % at 3.39 µM; recombinant PAFAH2, FP-rhodamine activity probe, fluorescence polarization; Q99487;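 active = inhibition above the mean over all tested compounds plus 3 SD, cut at about 30% in these data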;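 also: inhibitors block probe labeling of enzyme so polarization drops; 0% = enzyme with DMSO and 100% = wells lacking PAFAH2 protein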
# pPAFAH inh: inhibitors of human plasma PAF acetylhydrolase (pPAFAH). recombinant pPAFAH, FP-rhodamine probe fluorescence polarization. 1.5% of 330,000 active. inhibition, % at 3.39 µM. AID 463082. Q13093;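 active = inhibition above the mean inhibition across the screen plus 3 SD, cut at about 25% in these data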;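 also: inhibitors block binding of the rhodamine activity-based probe so polarization drops; 0% = enzyme with DMSO and 100% = wells lacking pPAFAH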
# Target sequence (Q13093 whole entry, looked up): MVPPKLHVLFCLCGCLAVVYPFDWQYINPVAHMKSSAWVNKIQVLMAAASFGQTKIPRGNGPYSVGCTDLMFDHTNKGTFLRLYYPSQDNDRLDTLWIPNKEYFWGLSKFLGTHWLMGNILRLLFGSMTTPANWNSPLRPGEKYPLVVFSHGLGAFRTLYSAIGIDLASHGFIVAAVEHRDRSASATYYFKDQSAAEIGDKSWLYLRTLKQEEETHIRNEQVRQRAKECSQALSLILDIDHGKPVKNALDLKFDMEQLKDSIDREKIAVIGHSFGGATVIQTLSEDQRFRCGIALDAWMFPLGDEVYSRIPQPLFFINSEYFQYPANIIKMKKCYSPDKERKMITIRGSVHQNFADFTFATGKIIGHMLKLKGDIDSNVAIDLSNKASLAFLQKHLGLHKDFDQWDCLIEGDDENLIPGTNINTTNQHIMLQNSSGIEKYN
# EBNA-1 inh: blocks EBNA-1 binding to DNA; 0.34% of 300,000 active; EBNA-1 DNA binding, fluorescence polarization; inhibition, % at 14.8 µM; in the data active = inhibition above about 28%
# LYPLA2 inh: counter-screen for PME1 inhibitors: inhibitors of human LYPLA2 | O95372 | recombinant LYPLA2, FP-Rh probe fluorescence polarization | inhibition, % at 5.9 µM | 0.38% of 320,000 active;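 active = inhibition above the screen-wide mean plus 3 SD, limit set per campaign, cut at about 26% in these data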;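 also: 0% = LYPLA2 with DMSO and 100% = wells lacking LYPLA2 enzyme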
# Target sequence (O95372 whole entry, looked up): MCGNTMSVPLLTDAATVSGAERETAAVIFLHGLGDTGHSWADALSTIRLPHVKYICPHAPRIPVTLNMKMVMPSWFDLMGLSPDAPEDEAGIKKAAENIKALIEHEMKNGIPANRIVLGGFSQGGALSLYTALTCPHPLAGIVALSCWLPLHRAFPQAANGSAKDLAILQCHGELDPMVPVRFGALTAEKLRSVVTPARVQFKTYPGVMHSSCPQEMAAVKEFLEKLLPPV
# ZTA counter: counter-screen for EBNA-1 inhibitors: inhibitors of Epstein-Barr virus ZTA. AID 2234. P03206. 0.15% of 320,000 active. inhibition, % at 11 µM. ZTA-DNA binding, fluorescence polarization; in the data active = inhibition above about 33%
# Active calls of the source: *; . = not tested or not shown. Only part of the results is shown (hit frequency here may not be typical).
SMILES,LYPLA1 counter,PAFAH1B3 inh,PREPL inh,PAFAH1B2 FP inh,PAFAH2 FP inh,pPAFAH inh,EBNA-1 inh,LYPLA2 inh,ZTA counter
O=C(Cn1nnc(-c2cccs2)n1)NNC(=O)c1ccccc1Cl,5,-2,-1,5,1,-2,8,6,15
CC(C)Cn1cc(C(=O)NC2CCN(Cc3ccccc3)CC2)c2c3ccccc3n(C)c2c1=O,4,.,20,.,.,4,3,1,-13
COC(=O)c1cccc(NC(=O)c2cccnc2)c1,3,2,9,-3,13,1,-8,-1,4
COc1ccc(N2C(=O)C(Cl)=C(Oc3cccc(OC)c3)C2=O)cc1,0,-1,0,2,-6,1,-13,-6,-16
Fc1ccc(-c2ccc(-c3nn4c(-c5ccco5)nnc4s3)o2)cc1,-4,3,-31,2,10,3,3,-6,25
Cn1c(=O)c(C(=O)CN2CCCCC2)c(N)n(Cc2ccccc2)c1=O,3,-2,-6,3,9,3,-8,1,-7
COc1ccc(N2CC(C(=O)OCC(=O)c3ccc(C)cc3)CC2=O)cc1 (centres undefined),2,3,-3,-4,12,15,0,2,-11
COc1ccc(-c2cc(=O)oc3cc(O)ccc23)cc1,-1,5,-7,4,2,4,-2,2,5
O=Nc1c(-c2cccc([N+](=O)[O-])c2)nc2ncccn12,4,.,2,.,.,4,-1,6,-7
CCN1C(=O)[C@@H]2[C@@H](c3ccc(-c4ccc(F)cc4)cc3)N3CCCC[C@@]3(C(=O)OC)[C@@H]2C1=O,-5,3,13,-5,-6,4,3,-7,5

# Pulled by structure from above, 4 records:
SMILES,LYPLA1 counter,PAFAH1B3 inh,PREPL inh,PAFAH1B2 FP inh,PAFAH2 FP inh,pPAFAH inh,EBNA-1 inh,LYPLA2 inh,ZTA counter
COc1ccc(-c2cc(=O)oc3cc(O)ccc23)cc1,-1,5,-7,4,2,4,-2,2,5
O=C(Cn1nnc(-c2cccs2)n1)NNC(=O)c1ccccc1Cl,5,-2,-1,5,1,-2,8,6,15
CCN1C(=O)[C@@H]2[C@@H](c3ccc(-c4ccc(F)cc4)cc3)N3CCCC[C@@]3(C(=O)OC)[C@@H]2C1=O,-5,3,13,-5,-6,4,3,-7,5
Cn1c(=O)c(C(=O)CN2CCCCC2)c(N)n(Cc2ccccc2)c1=O,3,-2,-6,3,9,3,-8,1,-7

# (cont.)
SMILES,LYPLA1 counter,PAFAH1B3 inh,PREPL inh,PAFAH1B2 FP inh,PAFAH2 FP inh,pPAFAH inh,EBNA-1 inh,LYPLA2 inh,ZTA counter
O=C(NC(=S)Nc1ccc(Cl)c(C(=O)O)c1)c1cncc(Br)c1,1,18,-1,1,0,0,-19,-2,1
COc1ccccc1-c1noc(CCCC(=O)Nc2ccc(C(N)=O)cc2)n1,-3,.,-1,.,.,0,-8,-4,8
O=C(O)CN=C(NS(=O)(=O)c1ccc(Cl)cc1)c1ccccc1,-6,1,10,12,35*,-7,-4,-8,-7
Cc1cc(NC(=O)CSCC(=O)N2CCN(c3cccc(C)c3C)CC2)no1,1,-4,9,-3,-2,6,.,8,-2
Cc1cccc(NC(=O)CN2CCN(C(=O)c3ccc(OCc4cn5ccccc5n4)cc3)CC2)c1C,-1,-5,18,8,0,3,.,12,1
COc1ccc(N2CCC(CNC(=S)Nc3ccc(C)cc3C)C2)cc1 (centres undefined),-3,4,30,-1,1,-8,6,5,-7
O=C(CSCc1c(Cl)cccc1Cl)Nc1ccc2c(c1)OCCO2,-2,0,8,-1,17,3,14,6,-9
O=C1CCc2cc(NS(=O)(=O)c3ccccc3)cc3c2N1CCC3,-1,2,16,4,2,8,3,2,9
O=C(N/N=C/C(Br)=C/c1ccccc1)c1cccnc1,-6,6,6,5,8,5,-2,-5,4
O=C(COC(=O)/C=C/c1cccc(Cl)c1Cl)Nc1ccc2[nH]c(=O)[nH]c2c1,-13,4,34,3,-13,-1,.,-17,3
N#Cc1ccc(S(=O)(=O)NCC(=O)OCC(=O)NCCc2ccccc2)cc1,2,-8,6,12,-7,8,-1,2,3
Cc1nnc(SCC(=O)N(C(C)C)C(C)C)[nH]c1=O,4,12,2,5,-2,-1,10,0,-3
CCO[C@H]1OC(C(=O)NC2CC2)=C[C@@H](C2CC2)[C@@H]1CCCO,-2,6,-4,-2,2,0,-1,-3,-6
COc1ccc(CNC(=O)C2Cc3cc(S(=O)(=O)N4CCCC4)ccc3N2C(C)=O)c(OC)c1 (centres undefined),-3,2,-1,4,-2,4,9,1,11
O=C(COc1ccccc1)NC(=S)Nc1cccc(NC(=O)c2ccccc2Cl)c1,-2,6,12,1,-46,-5,15,9,-13
C=CCn1nc2n(c1=O)-c1ccccc1SC2,2,12,9,4,13,-4,11,5,2
Cc1noc(C)c1NC(=O)N(C)C[C@H]1Oc2ccc(NC(=O)Cn3cnnn3)cc2C(=O)N([C@H](C)CO)C[C@@H]1C,.,6,-5,8,15,-1,.,.,.
CCN(CC)c1ccc(C2CC(=O)NC3=C2C(=O)CC(C)(C)C3)cc1 (centres undefined),0,5,-6,6,1,3,7,-2,8
CCN(CC)CCN1C(=O)c2ccccc2NC1c1ccc(N(C)C)cc1 (centres undefined),-1,-1,16,1,1,4,1,-6,-3
CCOC(=O)CNC(=S)N(Cc1ccccc1F)C1CCCCC1,0,1,0,-1,-1,-3,-4,-2,5
CCOC(=O)N/N=C(\CCC(=O)O)c1cccs1,-2,-4,-4,-1,3,3,0,1,23
CCC(C(=O)O)N1C(=O)/C(=C/C(C)=C/c2ccccc2)SC1=S (centres undefined),4,2,3,7,0,9,16,3,21
COc1cc(/C=C2/C(=O)ON=C2C)cc(Cl)c1O,-4,1,-5,2,-1,-1,4,-7,4
O=C1CN(c2nnnn2-c2ccccc2)CCN1,0,7,5,2,-5,7,-2,-2,11
Cc1nc(C)c(C(=O)O)c(-c2cccs2)c1C(=O)O,-2,.,0,.,.,4,-9,-5,-10
COCCCNC(=O)c1cc2c(-c3ccc(Cl)cc3)nn(C)c2s1,-36,9,-6,-1,3,-2,13,-5,-3
Cc1cc(OC(C)C)nc(-c2ccccc2O)n1,-4,6,9,3,-2,1,-3,2,1
O=C(OCc1ccccc1Cl)c1ccccc1C(=O)c1ccccc1,-4,0,9,0,-14,5,-3,-7,-3
CC(C)n1nc(CC(=O)O)c2ccccc2c1=O,1,2,-7,-6,-4,4,6,0,4
CCOC(CNC(=O)c1ccc(CNC(=O)c2ccc(OC)c(OC)c2)cc1)OCC,4,5,13,-1,3,-2,-4,-2,1
O=C(Nc1ccc2c(c1)ncn2-c1ccccc1)c1ccco1,-1,7,-2,-1,8,0,-11,1,-1
CCOc1ccc2nc(C)cc(Nc3ccc(N4CCOCC4)cc3)c2c1,-3,.,32,.,.,8,-2,-1,-6
Cc1cc(C(=O)Cn2cnc3cc([N+](=O)[O-])ccc3c2=O)c(C)n1CC1CCCO1 (centres undefined),-2,8,18,5,2,9,-2,1,13
CCN(C(=O)COC(=O)c1ccc(O)cc1O)c1c(N)n(Cc2ccccc2)c(=O)[nH]c1=O,2,14,-5,1,-1,0,.,2,-11
Cc1cc(Cl)c(OCCOCCN2CCCCC2)c(Br)c1,-3,0,1,-2,4,-2,0,6,-7
CCCCN1Cc2c(nc3cc(-c4ccccc4)[nH]n3c2=O)C1=O,1,7,-3,16,40*,4,-3,5,9
COc1ccc(NC(=O)CSc2nnc(Cc3ccccc3)c(=O)n2N)cc1OC,-3,6,-8,-1,-4,2,0,5,-2
COc1ccc(N(C)S(=O)(=O)c2ccc3c(c2)CC(C)N3C(=O)C2CC2)c(OC)c1 (centres undefined),5,0,-4,-1,1,7,1,9,-18
Cc1ccc(C)n1-c1ccc(C(=O)O)cc1,-3,.,6,.,.,31*,-8,0,50*
O=C(NC(=S)Nc1ccccc1C(=O)O)c1cncc(Br)c1,0,7,2,4,0,11,7,2,-1
CC1(C)Cc2cccc(OCC(=O)OCC(=O)NCc3ccc(F)cc3)c2O1,-3,6,-2,2,0,1,0,-2,8
COc1ccc(NC(=O)c2cccc(NC(=O)c3ccccc3)c2)c(OC)c1,-2,9,4,2,5,-1,-3,-4,9
C=CCc1cccc2cc(C(=O)N3CCN(C(=O)OCC)CC3)c(=O)oc12,-3,5,7,0,6,5,-3,-4,1
Cc1ccccc1OCCC(=O)OCC(=O)N1c2ccccc2NC(=O)C1(C)C,1,11,4,-1,5,4,2,3,-5
Cc1ccc(C(=O)O)cc1NC(=O)Nc1ccc2c(c1)OCO2,0,0,-3,1,1,-4,-8,-2,7
CN1CCN(c2ccc(NC(=S)NC(=O)/C=C/c3ccco3)cc2)CC1,0,-3,18,6,-21,3,-12,7,-6
O=C(NCc1ccco1)c1ccc2snnc2c1,-2,-1,9,2,0,8,-4,2,-9
COc1cc(-c2nnc(NC(=O)CS(=O)(=O)c3ccc(F)cc3)o2)cc(OC)c1OC,-3,2,2,10,7,8,8,0,-4
CCOc1ccc(-n2c(SCC(=O)Nc3ccc(C(=O)O)cc3)nc3ccccc3c2=O)cc1,1,7,-3,2,-1,-3,8,5,5
Cc1ccc(-n2c(O)c(/C=C3/C(c4ccccc4)=Nc4ccccc43)c(=O)[nH]c2=O)cc1,-3,7,-9,2,3,-2,-1,-6,-2
# Next part
SMILES,LYPLA1 counter,PAFAH1B3 inh,PREPL inh,PAFAH1B2 FP inh,PAFAH2 FP inh,pPAFAH inh,EBNA-1 inh,LYPLA2 inh,ZTA counter
CCNC(=O)c1c(O)c2ccccc2[nH]c1=O,-3,4,12,-5,-7,5,3,4,4
COc1ccc(NC(=O)N2CCCC2C(=O)Nc2ccc(C)cc2)cc1 (centres undefined),1,4,-5,-5,0,4,-6,1,-7
CCC(=O)N1CCCc2cc(S(=O)(=O)N3CCN(C4CCCCC4)CC3)ccc21,2,7,9,7,5,0,7,8,-14
C(=C\c1ccccc1)/C=N/Nc1nc2ccccc2s1,-6,-2,26,1,-2,1,-3,-2,3
COc1cccc(C2CC(=O)NC3=C2C(=O)CCC3)c1 (centres undefined),0,4,-11,0,0,-1,-6,1,8
CC(Sc1ccccc1F)C(=O)Nc1cccc(S(=O)(=O)N2CCOCC2)c1 (centres undefined),.,12,14,14,-1,-2,.,.,.
CN(C)c1ccc(NS(=O)(=O)c2cc3c4c(c2)CC(=O)N4CCC3)cc1,2,3,21,-2,4,12,-8,5,-11
COc1ccc(/C(N)=N/OC(=O)CC2CCCCC2)cc1OC,0,-6,6,0,-2,6,-3,7,-14
Cc1cc(NC(=O)COC(=O)c2n[nH]c3ccccc23)no1,-1,-1,0,5,9,1,-6,0,0
c1ccc(CSc2snnc2-c2ccccc2)cc1,-1,-3,-12,6,1,9,2,5,5
Cc1ccc(CN(C)Cc2cc(=O)oc3cc(C)c(Cl)cc23)cc1,2,14,15,28*,-8,-6,11,4,-7
O=C(Nc1ccc2ccccc2c1)C(=O)C1C(=O)Nc2ccccc21 (centres undefined),-1,.,8,.,.,7,-4,4,-1
COCc1c(C(=O)OC)nnn1-c1ccc(C(F)(F)F)cc1[N+](=O)[O-],3,1,16,-1,0,7,2,5,11
CCn1c(SCC(=O)NCc2cccs2)nnc1-c1cccs1,0,-2,4,-3,0,-2,-6,2,2
Cc1nc(SCC(=O)CC(=O)OC(C)C)c(C#N)c(C)c1C,-5,7,2,10,6,5,-4,-2,0
Cc1ccccc1N1CCN(S(=O)(=O)CC23CCC(CC2=O)C3(C)C)CC1 (centres undefined),-3,4,21,6,7,0,0,3,-6
CN(C)N=C1c2cc(S(=O)(=O)N(C)C)ccc2-c2ccc(S(=O)(=O)N(C)C)cc21,4,0,6,4,3,8,-2,10,24
COc1nn(-c2ccccc2)c(=O)c(Cl)c1Cl,-1,11,-3,3,3,2,3,1,-6
O=C(COC(=O)c1cccs1)NCCC1=CCCCC1,1,4,3,2,55*,8,11,4,-17
